Rtt109 Vps75: blocks Candida albicans Rtt109/Vps75 acetyltransferase activity | inhibition, % at 34.9 µM | purified Rtt109/Vps75, ThioGlo CoA-SH fluorescence, 4 h | hit rate 0.16% among 330,000;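 active = inhibition of at least 50% in every replicate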
Target sequence (Q5AAJ8 whole entry, looked up): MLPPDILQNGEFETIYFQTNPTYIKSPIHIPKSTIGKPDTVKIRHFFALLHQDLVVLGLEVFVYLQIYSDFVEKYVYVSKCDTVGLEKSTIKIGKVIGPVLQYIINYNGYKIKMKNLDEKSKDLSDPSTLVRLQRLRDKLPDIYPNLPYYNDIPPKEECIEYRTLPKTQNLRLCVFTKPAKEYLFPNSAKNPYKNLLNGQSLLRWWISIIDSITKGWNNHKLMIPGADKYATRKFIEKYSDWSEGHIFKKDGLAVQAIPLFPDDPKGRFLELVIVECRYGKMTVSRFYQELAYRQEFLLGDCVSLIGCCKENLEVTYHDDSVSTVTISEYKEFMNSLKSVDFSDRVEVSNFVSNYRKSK
CAL PDZ FP-1: inhibitors of human CAL PDZ peptide binding. Q9HD26. inhibition, % at 20 µM. hit rate 0.02% among 330,000. AID 504414. purified CAL PDZ, TMR-peptide fluorescence polarization, 1 h;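 active = highest replicate inhibition of at least 40%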;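 note: plate controls were DMSO neutral control wells for no effect and unlabeled competitor peptide control wells for full effect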
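Control set: unlabelled peptide and DMSO controls / Material: purified CerCALP PDZ construct / Timing: 1 h incubation at room temperature before polarization reading / Doses: 20 µM, one dose / Detection: fluorescence polarization (mP)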
Cardiac RTF inh: cardiac RTF calcium desensitization; P19429+P45379; IANBD-labeled cardiac RTF, Ca2+ fluorescence; inhibition, % at 7.15 µM; hit rate 0.12% among 340,000; AID 493244;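 active = inhibition above the mean inhibition of all tested compounds plus 3 SD, cut at about 17% in these data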;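 note: assay run at fixed EC70 calcium of 1.6 mM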
PKA-R2B act: activates the human PKA-R2B holoenzyme complex; activation, % at 11.4 µM; hit rate 0.079% among 340,000; PKA-R2B holoenzyme dissociation, Cy5-IP20 fluorescence polarization; R2B truncated from residue 108, S112A mutant; 0% DMSO only, 100% 113 µM cGMP; AID 504700;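 active = activation above a cutoff set at the mean over all compounds plus 3 SD, cut at about 18% in these data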;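 note: higher means more holoenzyme dissociation and a rise in polarization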
DAGLB inh: diacylglycerol lipase beta (human) inhibition; AID 504411; inhibition, % at 5.17 µM; hit rate 0.059% among 340,000; HEK293T DAGLB membrane lysate, EnzChek fluorogenic substrate; in the data active = inhibition above about 34%;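 note: 0% = enzyme with vehicle and 100% = wells lacking enzyme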
SR-BI DiI-HDL act: enhances SR-BI lipid uptake from DiI-HDL. activation, % at 12.5 µM. AID 504775. CHO ldlA[mSR-BI] cells, DiI-HDL uptake fluorescence, 3 h; 100 = double the neutral-control signal. hit rate 0.096% among 320,000;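 active = mean replicate activation of at least 60% and every replicate at or above 60%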;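 note: 0% = median plate neutral-control signal and 100% = twice that signal; values of inactives mirror those of a sister screen read the other way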
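Material: SR-BI-overexpressing, LDLR-lacking CHO cells; schedule: compound exposure 3 h, 37 °C; reagent: DiI-labelled HDL at 10 µg/mL final; technique: bottom-read fluorescence, 550/595 nm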
LANA DNA inh: KSHV C-LANA DNA binding inhibition. MBP-C-LANA/FAM-LBS DNA binding, fluorescence polarization. inhibition, % at 9 µM. hit rate 0.078% among 340,000. AID 504423;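 active = highest replicate inhibition at or above 60% at 9 µM, even if other replicates fall short; inactive = all replicates below 60% inhibition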;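 note: 0% = neutral control wells and 100% = 4 µM acridine orange control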
CAL PDZ FP-2: inhibitors of human CAL PDZ peptide binding | AID 602252 | hit rate 0.92% among 300,000 | Q9HD26 | inhibition, % at 24.9 µM | purified CAL PDZ, TMR-peptide fluorescence polarization, 1 h;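 active = mean inhibition of at least 30% with at least half of replicates also reaching 30%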;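 note: 0% = DMSO neutral control and 100% = excess unlabeled competitor peptide PRC23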
RTF Ca sens act: cardiac RTF calcium sensitization. hit rate 0.24% among 340,000. IANBD-labeled TnC RTF fluorescence at EC20 calcium; 0% EC20 calcium, 100% full calcium. activation, % at 7.2 µM;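 active = activation above the mean over all tested compounds plus 3 SD, cut at about 30% in these data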;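 note: rise in fluorescence read as greater calcium sensitivity of cardiac thin filaments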
Keap1 Nrf2 FP: disrupts human Keap1 binding to Nrf2 peptide; Q14145; Keap1 Kelch-Nrf2 peptide fluorescence polarization, 1536-well; inhibition, % at 9.4 µM; hit rate 0.15% among 340,000; in the data active = inhibition above about 12%;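 note: human Keap1 Kelch domain with fluorescein labeled Nrf2 9mer peptide probe; 0% = neutral control wells and 100% = peptide positive control; higher means more block of Keap1 binding to Nrf2 peptide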
Target sequence (Q14145 whole entry, looked up, the tested form may be a part): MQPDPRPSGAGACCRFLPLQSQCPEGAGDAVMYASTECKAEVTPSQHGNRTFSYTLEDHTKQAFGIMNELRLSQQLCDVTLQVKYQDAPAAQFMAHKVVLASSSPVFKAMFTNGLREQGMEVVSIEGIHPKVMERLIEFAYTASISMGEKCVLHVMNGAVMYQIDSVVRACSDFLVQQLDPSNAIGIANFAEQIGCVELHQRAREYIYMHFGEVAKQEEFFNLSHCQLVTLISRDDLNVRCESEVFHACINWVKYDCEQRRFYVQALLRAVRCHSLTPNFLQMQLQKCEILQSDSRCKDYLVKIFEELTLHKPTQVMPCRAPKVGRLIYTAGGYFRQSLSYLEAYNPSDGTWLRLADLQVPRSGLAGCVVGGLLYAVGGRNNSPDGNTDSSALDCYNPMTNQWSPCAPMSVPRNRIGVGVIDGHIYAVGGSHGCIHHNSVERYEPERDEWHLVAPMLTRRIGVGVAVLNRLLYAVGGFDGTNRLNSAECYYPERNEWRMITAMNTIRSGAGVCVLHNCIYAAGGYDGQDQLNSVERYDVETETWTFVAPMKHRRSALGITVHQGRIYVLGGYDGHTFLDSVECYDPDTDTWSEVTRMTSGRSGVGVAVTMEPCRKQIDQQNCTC
Numbers without * were called inactive; i = inactive; x = not tested or not shown.

Short keys – A = Rtt109 Vps75; B = CAL PDZ FP-1; C = Cardiac RTF inh; D = PKA-R2B act; E = DAGLB inh; F = SR-BI DiI-HDL act; G = LANA DNA inh; H = CAL PDZ FP-2; I = RTF Ca sens act; J = Keap1 Nrf2 FP
> COc1ccc(CCNC(=O)Cn2cc(C(F)(F)F)cc(Cl)c2=O)cc1
  A = -4	B = -3.4	C = -3	D = -8	E = -2	F = -5	G = 0.4	H = -2	I = 2	J = 0
> C/C(=N\NC(=O)CC#N)c1cc2ccc(O)cc2oc1=O
  A = i	B = -1.3	C = -4	D = -16	E = 1	F = 19	G = 13	H = 10	I = 8	J = -5
> O/N=C(/CCc1ccccc1)C1(O)CCCCC1
  A = 1	B = -0.4	C = 3	D = 5	E = -10	F = 23	G = -0.9	H = 1	I = 1	J = -1
> COc1ccc(/C(O)=C2/C(=O)C(=O)N(CCN(C)C)C2c2cccnc2)cc1OC (stereo not given)
  A = x	B = -2.3	C = 7	D = -12	E = -3	F = -2	G = 0.2	H = -3	I = 5	J = -7
> O=C(NC(=S)N1CCCC1)c1ccccc1Cl
  A = 0	B = -1.3	C = -5	D = -2	E = 1	F = 8	G = 0.0	H = -2	I = -1	J = -3
> S=C(NCc1ccccc1)Nc1cccc2ccccc12
  A = 2	B = -0.7	C = 1	D = 5	E = 0	F = -12	G = 1.3	H = 1	I = 0	J = 11
> CCSc1nc2sc3c(c2c(=O)n1CC)CCC3
  A = -4	B = -0.5	C = 3	D = -8	E = -14	F = 30	G = -0.9	H = 1	I = 2	J = -2
> O=C(NC(=S)NCc1ccccc1)c1cccc([N+](=O)[O-])c1
  A = 11	B = 3.0	C = -5	D = 1	E = -6	F = -7	G = -0.3	H = 1	I = 0	J = -6
> Cc1ccc(C)c(Cn2nnc3c(=O)[nH]c(C4CCCN(C(=O)c5cccs5)C4)nc32)c1 (stereo not given)
  A = 22	B = -3.0	C = -12	D = -10	E = -2	F = 13	G = 0.9	H = 4	I = 0	J = -4
> O=C(NCCc1ccccc1F)C1CCCN(c2nc3ccccc3s2)C1 (stereo not given)
  A = 2	B = -1.5	C = 1	D = -13	E = -4	F = -47	G = 0.6	H = -3	I = -1	J = 1
> O=C(COC(=O)C12CC3CC(CC(C3)C1)C2)Nc1ncc(Cl)cc1Cl
  A = 2	B = -1.0	C = 2	D = 4	E = -4	F = 0	G = 2.0	H = x	I = -4	J = -2
> CCOC(=O)C1CCN(C(=O)CCS(=O)(=O)c2ccc3c(c2)CCN3C(C)=O)CC1
  A = 1	B = -0.5	C = -8	D = 8	E = 1	F = -7	G = 0.5	H = -4	I = -5	J = -5
> O=C(NCc1ccco1)[C@@H]1CSC2c3ccccc3C(=O)N21 (stereo not given in full)
  A = 0	B = x	C = -4	D = -14	E = 2	F = 13	G = -0.7	H = -1	I = 0	J = -7
> Cc1ccc(C(C(=O)NC2CCCCC2)N(CC2CCCO2)C(=O)CNC(=O)c2cccs2)cc1 (stereo not given)
  A = -1	B = -0.3	C = 1	D = -4	E = 2	F = 32	G = 0.9	H = -5	I = 0	J = 3
> Nc1nc(SCC(=O)Nc2ccc(Br)cc2F)n[nH]1
  A = -2	B = -0.8	C = -4	D = 2	E = -1	F = 8	G = -0.4	H = -2	I = -4	J = -3
> Fc1ccc(NCc2nnc(SCc3nnc(-c4ccccc4)o3)n2CC2CCCO2)cc1 (stereo not given)
  A = -1	B = -1.3	C = -10	D = -15	E = 1	F = -2	G = 1.0	H = x	I = 5	J = -4
> CCOC(=O)N1CCN(C(=O)COc2ccc3c(c2)C(=O)CC(C)(C)O3)CC1
  A = -68	B = -0.2	C = 0	D = 1	E = -4	F = x	G = -0.4	H = x	I = -2	J = 3
> Cc1ccc(/C(O)=C2\C(=O)C(=O)N(CC(C)O)C2c2cccc(F)c2)cc1 (stereo not given)
  A = 7	B = -0.7	C = 5	D = 3	E = -1	F = 13	G = -1.1	H = 1	I = 2	J = -8
> COc1cccc(C2Cc3ccccc3C(=O)O2)c1 (stereo not given)
  A = -7	B = -0.1	C = 13	D = -10	E = -1	F = -8	G = -0.1	H = -2	I = -3	J = -5
> COC(=O)[C@]1(C)N[C@H](c2ccc(-c3ccc(OC)cc3)cc2)[C@@H]2C(=O)N(C)C(=O)[C@@H]21
  A = 5	B = -0.2	C = 2	D = 3	E = -1	F = -5	G = -3.0	H = -5	I = -5	J = -4
> CCOc1cc(CNCc2cccs2)ccc1OCC(=O)NC(C)(C)C
  A = 0	B = 0.4	C = -10	D = -13	E = -1	F = -4	G = 1.0	H = -4	I = -1	J = -4
> COc1ccc(CN(C(=O)c2cc(=O)c3ccccc3o2)C2CCS(=O)(=O)C2)cc1OC (stereo not given)
  A = -14	B = -2.8	C = -5	D = 0	E = 1	F = 15	G = -0.4	H = x	I = 0	J = -2
> Cc1cc(C(=O)COC(=O)Cn2cnc3c2c(=O)n(C)c(=O)n3C)c(C)n1C
  A = -7	B = x	C = -1	D = 11	E = 0	F = 13	G = -0.8	H = -3	I = 9	J = 1
> COc1cccc(CNc2nnnn2C)c1OC
  A = -5	B = -21	C = 0	D = 1	E = -2	F = 16	G = -0.3	H = -1	I = 8	J = -4
> COc1cc(/C=C(\NC(C)=O)C(=O)Nc2ccc(NC(C)=O)cc2)ccc1OC(C)=O
  A = 2	B = 0.1	C = 2	D = 4	E = 0	F = 34	G = -0.8	H = -1	I = 4	J = -2
> Cc1nc2ccccn2c1C(=O)NNS(=O)(=O)c1ccc(C(C)(C)C)cc1
  A = -6	B = -2.5	C = -4	D = 1	E = 3	F = 21	G = -0.9	H = 0	I = -2	J = -1
> Nc1cc2c(cc1Cl)-c1ccccc1C2
  A = 2	B = 0.6	C = 8	D = -4	E = 1	F = -21	G = 0.5	H = -4	I = -1	J = -4
> CCOC(=O)C1(C)/C(=N/Nc2ccccc2OC)C(=O)C(=O)N1c1ccccc1 (stereo not given)
  A = 1	B = -0.4	C = -4	D = -7	E = 15	F = -72	G = -0.1	H = -2	I = 4	J = -2
> CCCSc1nnc(CN2CCOCC2)n1C
  A = 5	B = x	C = -15	D = -1	E = -1	F = 19	G = -0.8	H = 1	I = 0	J = -2
> COc1ccccc1/C=C(/CC(=O)NCc1ccc(F)cc1)c1nc2ccccc2s1
  A = -15	B = -0.3	C = 3	D = -3	E = -16	F = 16	G = 0.5	H = -1	I = 1	J = -5
> Cc1ccc(NC(=O)Cn2c(O)c(N=NC(=O)c3ccncc3)c3ccccc32)cc1
  A = 1	B = -1.7	C = 0	D = 3	E = 0	F = -16	G = 0.0	H = -3	I = 4	J = -1
> O=C(/C=C/NCc1cccnc1)c1ccc(Br)cc1
  A = -4	B = 0.2	C = 1	D = -1	E = -2	F = 12	G = 0.5	H = 12	I = -5	J = -1
> COc1ccccc1NC(=O)CC12CC3CC(CC(Br)(C3)C1)C2
  A = 7	B = 0.5	C = 2	D = -7	E = -7	F = -1	G = 1.5	H = -1	I = -5	J = -1
> CCC(=O)N(Cc1ccco1)c1nc(-c2ccc(OC)cc2)cs1
  A = -3	B = -0.5	C = -5	D = -7	E = -5	F = -31	G = -0.8	H = -1	I = -2	J = -3
> Cc1cnc(C(=O)OCC(=O)NC(=O)c2ccccc2)cn1
  A = -1	B = -0.4	C = 10	D = -10	E = -1	F = -2	G = -3.6	H = 4	I = 1	J = 3
> Nc1cnc(Nc2ccc(Br)cc2)nc1N
  A = -2	B = -1.4	C = 1	D = 0	E = 5	F = 3	G = -13	H = -3	I = -5	J = -3
> COC(=O)CN1C(=O)C(C)(C)Oc2ccc(C(=O)Nc3ccccc3F)cc21
  A = 22	B = -1.4	C = -3	D = 3	E = -1	F = -37	G = 0.3	H = -2	I = 1	J = 1
> COc1cc(/C=N/N=C(/N)c2nonc2N)cc(Br)c1OCc1cccc(C)c1
  A = -1	B = 1.0	C = -3	D = 4	E = -9	F = -41	G = -1.3	H = 7	I = -10	J = -5
> Cc1ccc(CC2C(=O)N(c3ccccc3)C(=O)C2C)cc1 (stereo not given)
  A = 0	B = -1.2	C = -13	D = 0	E = -3	F = 7	G = -2.2	H = -5	I = 6	J = -4
> COc1cc(OC)c2ccc(=O)oc2c1C(CCN1CCN(c2ccccc2)CC1)c1ccc(N(C)C)cc1 (stereo not given)
  A = 4	B = -2.1	C = 6	D = -13	E = 2	F = 21	G = -0.8	H = -15	I = 5	J = -7

Three of the entries above in order of the DAGLB inh value, high to low:
SMILES | Rtt109 Vps75 | CAL PDZ FP-1 | PKA-R2B act | DAGLB inh | SR-BI DiI-HDL act | LANA DNA inh | CAL PDZ FP-2 | Keap1 Nrf2 FP
Cc1ccc(C(C(=O)NC2CCCCC2)N(CC2CCCO2)C(=O)CNC(=O)c2cccs2)cc1 (stereo not given) | -1 | -0.3 | -4 | 2 | 32 | 0.9 | -5 | 3
CCCSc1nnc(CN2CCOCC2)n1C | 5 | x | -1 | -1 | 19 | -0.8 | 1 | -2
COc1ccccc1/C=C(/CC(=O)NCc1ccc(F)cc1)c1nc2ccccc2s1 | -15 | -0.3 | -3 | -16 | 16 | 0.5 | -1 | -5

More structures follow:
Short keys – A = Rtt109 Vps75; B = CAL PDZ FP-1; C = Cardiac RTF inh; D = PKA-R2B act; E = DAGLB inh; F = SR-BI DiI-HDL act; G = LANA DNA inh; H = CAL PDZ FP-2; I = RTF Ca sens act; J = Keap1 Nrf2 FP
> Cc1ccc(C(=O)OCC(=O)N2CCC(Cc3ccccc3)CC2)cc1N
  A = -5	B = 0.3	C = 11	D = -9	E = -1	F = -6	G = 0.3	H = 2	I = 3	J = -2
> COc1ccc2[nH]c(C(=O)NCc3ccccc3)cc2c1
  A = -2	B = -1.1	C = -2	D = -3	E = -3	F = -7	G = -0.1	H = -1	I = 10	J = -7
> CC1CCN(S(=O)(=O)N2CCC(C(=O)NC3CCCC3)CC2)CC1
  A = -6	B = -3.4	C = -15	D = 5	E = -1	F = 22	G = -1.1	H = 0	I = 1	J = 2
> C=Cc1ccc(CN2CCCN(Cc3ccc(Cl)cc3)S2(=O)=O)cc1
  A = -2	B = -0.5	C = 1	D = -7	E = -17	F = -12	G = 0.1	H = -2	I = -2	J = 1
> CCCCN(C)C(=S)Nc1ccc(Oc2ccccc2)cc1
  A = -4	B = -0.9	C = 3	D = -6	E = -5	F = 28	G = 2.3	H = 10	I = 1	J = -3
> COc1ccc(OC)c(NC(=O)c2oc3ccccc3c2NC(=O)C2CC2)c1
  A = -7	B = 0.7	C = 0	D = -7	E = -3	F = x	G = 1.2	H = x	I = 2	J = -6

Screens (PubChem BioAssay)
